Source: PubChem BioAssay (National Center for Advancing Translational Sciences (NCATS))
L3MBTL1 inh: L3MBTL1 (human) inhibition | AID 485360 | actives 0.66% (n = 230,000) | Q9Y468 | AlphaScreen L3MBTL1–H3K9me1 peptide binding | Potency, µM (doses to about 57.1 µM), inactives show at the top dose activity, negative = inhibition, actives largely listed as inhibitors; active means well fitted inhibition curve with a large enough effect; further: nearly all actives have a fitted effect of over 60% in size
Target sequence (Q9Y468 whole entry, looked up): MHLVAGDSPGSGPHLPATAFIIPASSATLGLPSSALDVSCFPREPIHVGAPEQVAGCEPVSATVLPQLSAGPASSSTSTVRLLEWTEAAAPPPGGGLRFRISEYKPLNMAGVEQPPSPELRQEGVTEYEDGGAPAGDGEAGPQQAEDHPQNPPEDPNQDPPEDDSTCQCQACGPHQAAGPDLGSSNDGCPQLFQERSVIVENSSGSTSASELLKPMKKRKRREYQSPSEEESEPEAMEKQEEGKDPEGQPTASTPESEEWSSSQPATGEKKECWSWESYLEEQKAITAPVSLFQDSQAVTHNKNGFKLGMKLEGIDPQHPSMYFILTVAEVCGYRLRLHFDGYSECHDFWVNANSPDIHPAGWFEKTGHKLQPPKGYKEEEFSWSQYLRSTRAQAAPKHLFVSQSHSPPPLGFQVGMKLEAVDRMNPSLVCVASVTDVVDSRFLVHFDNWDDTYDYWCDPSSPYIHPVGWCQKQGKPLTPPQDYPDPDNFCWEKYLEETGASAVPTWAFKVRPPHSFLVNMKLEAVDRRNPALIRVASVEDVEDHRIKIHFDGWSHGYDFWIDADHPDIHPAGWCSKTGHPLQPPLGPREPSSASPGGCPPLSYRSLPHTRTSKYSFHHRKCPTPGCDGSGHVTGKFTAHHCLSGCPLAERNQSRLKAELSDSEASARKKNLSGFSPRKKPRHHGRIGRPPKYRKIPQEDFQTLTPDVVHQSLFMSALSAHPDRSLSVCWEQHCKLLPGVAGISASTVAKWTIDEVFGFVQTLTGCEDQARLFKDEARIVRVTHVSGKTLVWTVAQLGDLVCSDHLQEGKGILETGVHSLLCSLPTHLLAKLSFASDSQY
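L3MBTL1 50 nM + b-AHA-H3(1-15)K9me1 75 nM, 30 min RT; compound added, 30 min RT; streptavidin donor/Ni-chelate acceptor beads 10 ug/mL each final, 30 min RT dark; AlphaScreen read.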
The depositor's hits bear a star; [ ] = another dose, or the depositor's remark. On the % scale 0 is the no-effect control and ±100 the full control effect; potency means the concentration at half of the fitted maximal effect. An excerpt. The share of hits here may be higher or lower than overall.

SMILES,L3MBTL1 inh
Cc1ccc(NC(=O)COc2coc(CN3CCc4ccccc43)cc2=O)c(C)c1,-15%
O=C(NCc1ccc(Cl)cc1)C1CCN(c2nnc(N3CCCC3=O)s2)CC1,0%
Cc1oc(-c2cccs2)nc1CNC[C@H]1O[C@@H](n2cnc3c(N)ncnc32)[C@H](O)[C@@H]1O,-1%
Cc1ccc(NC(=O)C2CCN(S(=O)(=O)c3ccc4c(c3)OCCO4)CC2)c(O)c1,2%
COc1ccc(S(=O)(=O)N2CCC(C(=O)NC3(C)CCS(=O)(=O)C3)CC2)cc1OC (centres undefined),-4%
COc1ccc(Cl)c2sc(NC(=O)C3=COCCO3)nc12,-2%
CC1(C)CC(=O)C(C2C3=C(CC(C)(C)CC3=O)Oc3c(Br)cc(Br)cc32)=C(O)C1 (centres undefined),7%
Cc1ccccc1C(=O)N1CCC(C(=O)Nc2ccccn2)CC1,-8%
Cc1ccc(CNS(=O)(=O)CCNC(=O)c2ccccc2)cc1,3%
C[C@H](CO)N1C[C@H](C)[C@@H](CN(C)C(=O)Nc2ccc(C(F)(F)F)cc2)Oc2c(NC(=O)c3ccncc3)cccc2C1=O,3%
COc1ccc(NC(=O)CN(C)C2CCS(=O)(=O)C2)cc1 (centres undefined),35%[activator]
CSCCC(NC(=O)c1cccc(C)c1)C(=O)NCc1cccs1 (centres undefined),6%
Cc1cc(NC(=O)COc2coc(CN3CCN(c4ccc(F)cc4)CC3)cc2=O)no1,-4%
CN(Cc1cnn(Cc2ccccc2)c1)C(=O)CN=C1NS(=O)(=O)c2ccccc21,0%
CCN(Cc1ccccc1)C(=O)COC(=O)[C@@H]1CCCN1C(=O)c1cccs1,0%
Nc1ccccc1Nc1nc2ccccc2[nH]1,-19%

Of the compounds above, three contain an aryl methoxy group:
SMILES,L3MBTL1 inh
COc1ccc(S(=O)(=O)N2CCC(C(=O)NC3(C)CCS(=O)(=O)C3)CC2)cc1OC (centres undefined),-4%
COc1ccc(Cl)c2sc(NC(=O)C3=COCCO3)nc12,-2%
COc1ccc(NC(=O)CN(C)C2CCS(=O)(=O)C2)cc1 (centres undefined),35%[activator]

(listing goes on)
SMILES,L3MBTL1 inh
CCN(CC(=O)Nc1ccc(OC)cc1)C(=O)c1ccc(N2CCCC2=O)cc1,1%
Cc1cccc(C)c1NC(=O)COC(=O)CNC(=O)C1CCCCC1,8%
O=S(=O)(c1ccc(Br)s1)N1CCN(CCc2ccccc2)CC1,4%
CN=C(Nc1cccc(S(=O)(=O)N2CCOCC2)c1)c1ccccc1,0%
CC(C)C[C@H](NC(=O)c1nc[nH]c1C(=O)NCc1ccc(CNC(=O)OC(C)(C)C)cc1)C(=O)OC(C)(C)C,-6%
COc1ccc(CN(C)c2ccc(S(=O)(=O)N3CCN(C)CC3)cc2[N+](=O)[O-])cc1OC,-7%
Cc1nc(-c2ccc(F)cc2)c(CC(=O)N(C)CC(=O)Nc2ccc(F)cc2)s1,-2%
Cc1ccc(CC(=O)Nc2ccc(S(=O)(=O)Nc3ncccn3)cc2)cc1,3%
CC(C)c1ccc(NC(=O)C2CCN(S(=O)(=O)c3ccc4c(c3)C(C)(C)C(=O)N4C)CC2)cc1,4%
O=C(N1CCOCC1)N1CCN(S(=O)(=O)c2ccc(Cl)cc2)CC1,50%[activator]
CC(C(=O)Nc1ccc(S(=O)(=O)N2CCCC2)cc1)N(C)Cc1ccc(F)cc1 (centres undefined),-4%
CCOc1ccc(CCNC(=O)COC(=O)c2ccc3c(c2)OCCO3)cc1OCC,-5%
Cc1cc(C)cc(C(=O)Nc2cc3c4c(c2)CC(=O)N4CCC3)c1,2%
CCNC(=S)N(CCCN(CC)CC)Cc1cc2cc3c(cc2[nH]c1=O)OCO3,1%
COC(=O)c1cc(C)nc2c1c(C)nn2-c1ccccc1,75%[activator]
Cc1ccc(C2(C)NC(=O)N(CC(=O)Nc3ccccc3N3CCCC3)C2=O)cc1 (centres undefined),2.8µM*
Cc1c(Cl)cccc1NC(=O)CNC(=O)CCS(=O)(=O)c1ccc(F)cc1,0%
COc1cccc(NC(=O)CN(C)C(=O)c2cccc(S(=O)(=O)N3CCN(c4ccc(F)cc4)CC3)c2)c1,-10%
CCCNC(=O)c1onc(CSc2ccc(F)cc2)c1C(=O)NC(C)C,5%
Cc1cccc(C)c1NC(=O)COC(=O)/C=C/c1ccc(S(=O)(=O)N2CCOCC2)cc1,41%[activator]
CCN(CC)c1ccc(S(=O)(=O)N2CCOCC2)cc1NC(=O)CSc1nncs1,-18%
O=C(COC(=O)/C=C/c1ccc(F)cc1)NCc1cccs1,-4%
COc1ccc(F)cc1S(=O)(=O)NCC(c1ccc2c(c1)OCO2)N1CCN(C)CC1 (centres undefined),-7%
C#CCOCCOCCOCCNc1nc(N2CCN(C(=O)CCCCCCCCCCNC(=O)[C@H](CCCCN)n3cc(CCCC(=O)O)nn3)CC2)nc(N2CCN(C(=O)CCCCCCCCCCNC(=O)[C@H](CCCCN)n3cc(CCCC(=O)O)nn3)CC2)n1,-9%
O=C(Nc1ccc(Br)cc1)c1cc(-c2ccncc2)nc2ccccc12,0%
C=CCc1c(C)nc2cc(-c3ccc(C)cc3)[nH]n2c1=O,-2%
O=C(/C=C\N1CCOCC1)c1ccc(Br)cc1,-1%
Cc1cc(C)n2nc(SCC(=O)Nc3ccccc3F)nc2n1,4%
COC(=O)[C@@]12CCCCN1[C@H](c1ccc(-c3ccc(C(C)=O)cc3)c(OC)c1)[C@@H]1C(=O)N(C)C(=O)[C@@H]12,-5%
COc1ccc(CC(=O)Nc2cccc(C(C)=O)c2)cc1S(=O)(=O)N1CCOCC1,2%
C=CCOc1ccc(/C=C/C(=O)OCC(=O)NC(C)c2ccc(F)cc2)cc1 (centres undefined),-8%
COc1ccc(C(=O)OCC(=O)N2CC(=O)Nc3ccccc32)cc1Br,-9%
CCOC(=O)C1CCCN(Cc2ccc(OC)c(OCc3ccccc3)c2)C1 (centres undefined),-2%
COc1ccccc1N1CCN(C(=O)c2cn(Cc3ccccc3)nc2-c2cccnc2)CC1,-3%
C[C@]12c3[nH]c4ccc(Cl)cc4c3CCN1C(=O)[C@@H](CC(=O)NCC13CC4CC(CC(C4)C1)C3)C[C@@H]2C(=O)N1CCOCC1,-11%
CSc1nc2sc3c(c2c(=O)[nH]1)CC(C)(C)OC3,8%[2.29 µM]
O=C1N[C@@H](c2ccccc2)COC(=O)[C@H](Cc2ccc(F)cc2)CC/C=C/C[C@@H]1CC(=O)N(CCO)Cc1ccccc1,-4%
COC(=O)C1=C(C)N(Cc2ccccc2)C(=NCc2cc(OC)c(OC)c(OC)c2)N[C@H]1c1cccc(F)c1,5%
Cc1ccc2nc(N(CCCN(C)C)C(=O)CS(=O)(=O)c3ccccc3)sc2c1,-5%
COc1ccc(CC(=O)OCC(=O)N2CCc3ccccc32)cc1OC,-2%
CCN(CC(=O)Nc1c(F)cccc1F)C(=O)c1ccc(S(=O)(=O)N2CCCC2)cc1,-3%
CN(C)C(=O)[C@H]1C[C@H]1[C@@H](O)[C@H](CO)NC(=O)[C@H](Cc1ccccc1)NC(=O)OC(C)(C)C,3%
CC1CC(C)CN(CCCNC(=O)CCC(=O)N2CC(C)Oc3ccccc32)C1 (centres undefined),-5%
Cc1ccc(CN2C(=O)C(C)Nc3ncnc(N4CCN(c5ccccn5)CC4)c32)cc1 (centres undefined),-8%
CC(NS(=O)(=O)CCNC(=O)c1ccccc1)c1ccccc1 (centres undefined),1%
COc1ccc(NC(=O)CSc2nc(=O)n(CCN(C)C)c3c2CCCC3)cc1OC,-2%
CS(=O)(=O)c1ccc(Cl)c(NC(=O)c2cc(S(=O)(=O)N3CCOCC3)ccc2N2CCCC2)c1,-17%
CC1(C)Cc2cccc(OCC(=O)Nc3ccc(S(N)(=O)=O)cc3)c2O1,-1%
O=C(COC(=O)c1cc[n+]([O-])cc1)Nc1cc([N+](=O)[O-])ccc1Cl,1%
O=C1NC(=Nc2ccccc2)SC1(CO)CO,3%
CCN1CCN(C(=O)N(CC(=O)Nc2ccc(C(N)=O)cc2)S(=O)(=O)c2ccc(C)cc2)CC1,2%
COc1ccc(S(=O)(=O)N2CCCCC2)cc1NC(=O)CCNC(=O)c1ccco1,6%
C[C@@H](C(=O)Nc1ccc(SC(F)F)cc1)N1C(=O)C2CCCCC2C1=O (some centres undefined),0%
CC1CN(C(=O)COC(=O)Cc2c(Cl)cccc2Cl)CC(C)O1 (centres undefined),2%
CCn1nc(C(=O)NNC(=O)c2ccccc2)c2ccccc2c1=O,3%
O=C(COC(=O)Cc1c[nH]c2ccccc12)NC1CCS(=O)(=O)C1 (centres undefined),-10%

In a second layout: entries from further up
O=C(COC(=O)c1cc[n+]([O-])cc1)Nc1cc([N+](=O)[O-])ccc1Cl
  L3MBTL1 inh = 1%

O=C1NC(=Nc2ccccc2)SC1(CO)CO
  L3MBTL1 inh = 3%

CCN1CCN(C(=O)N(CC(=O)Nc2ccc(C(N)=O)cc2)S(=O)(=O)c2ccc(C)cc2)CC1
  L3MBTL1 inh = 2%

COc1ccc(S(=O)(=O)N2CCCCC2)cc1NC(=O)CCNC(=O)c1ccco1
  L3MBTL1 inh = 6%

Carrying on.
SMILES,L3MBTL1 inh
COc1ccc(N(CC(=O)N2CCOCC2)S(C)(=O)=O)cc1OC,-6%
CCc1cc(=O)[nH]c(SCC(=O)N2CCOCC2)n1,4%
Cc1cc(=O)[nH]c(N/N=C/c2cccc(Br)c2)n1,-5%[2.29 µM]
COc1ccc(NC(=O)CSc2nc3ccccc3c(=O)n2C)cc1,6%[2.29 µM]
COc1ccc(CNC(=O)COC(=O)c2[nH]c(C)c(C(C)=O)c2C)cc1OC,-7%
Cc1cc(C(=O)NC2CCCC(C)C2C)c2ccccc2n1 (centres undefined),-6%
Cc1cc(C)c2c(N)c(C(=O)Nc3ccccc3F)sc2n1,5%
CCN(CC)CCn1c2c(c(SCC(=O)Nc3cc(C)cc(C)c3)nc1=O)CCC2,1%
CCCn1c(N)c(C(=O)CN(C)CC(=O)Nc2cccc(F)c2)c(=O)[nH]c1=O,1%
CC(C)N(C(=O)[C@H]1C[C@H](CC(=O)NCCN2CCOCC2)C(=O)N2CCc3c([nH]c4cc(-c5ccco5)ccc34)[C@]12C)C(C)C,-10%
OCCNc1nc(NCc2ccccc2)c2ccccc2n1,1%
CC(OC(=O)CC1CCCC1)C(=O)Nc1ccc(S(N)(=O)=O)cc1 (centres undefined),6%
CN(CC(=O)Nc1ccc(F)c(F)c1F)C(=O)c1ccc(N2CCCC2=O)cc1,1%
CCc1ccc(C(=O)NNC(=O)C2CC(=O)N(Cc3ccccc3)C2)cc1 (centres undefined),-6%
CN(Cc1nc(-c2ccc(Cl)cc2)no1)C(=O)c1ccc2c(c1)OCO2,9%
OCCCc1cn(Cc2ccccc2)c2ccccc12,-5%
COc1ccccc1C(=O)COC(=O)Cn1[nH]c(=O)c2ccccc2c1=O,2%
O=C(NCCNc1ccccc1[N+](=O)[O-])c1cc(F)c(F)cc1Cl,-12%
COc1ccc(C(CNS(=O)(=O)c2ccccc2)N2CCN(C)CC2)cc1 (centres undefined),-3%
C=C(C(=O)Nc1ccccc1)c1ccc(C)cc1,14%
COc1ccccc1C(=O)NC(=O)COC(=O)c1ncc(Cl)c(Cl)c1Cl,-8%
CNC(=O)C(=O)NCC1CCCN1S(=O)(=O)c1cccs1 (centres undefined),2%
CC(C)OCCCNC(=O)CN1C(=O)c2cccc3cccc1c23,7%
CC(C)C[C@H](NC(=O)N1CC(=O)Nc2ccccc21)C(=O)N[C@H](Cc1c[nH]c2ccccc12)C(=O)O,-2%
Cc1nc2c(C)cccn2c(=O)c1NC(=O)c1ccc(Br)o1,52%[activator]
Cc1ccc(S(=O)(=O)N2CCN(C(=S)NCC3CCCO3)CC2)cc1 (centres undefined),-1%
Cc1c(NC(=O)COC(=O)/C=C/c2cccc(Br)c2)c(=O)n(-c2ccccc2)n1C,-8%
CCn1nnc2cc(C(=O)Nc3cc(OC)cc(OC)c3)ccc21,6%
CCCCN1C2CCCC1CC(NC(=O)c1cccc(Cl)c1)C2 (centres undefined),7%
O=C(CN1C(=O)NC2(CCCC2)C1=O)OCCOc1ccc(Cl)cc1Cl,0%
CC(NC(=O)c1ccc(S(=O)(=O)NCc2ccco2)cc1)c1ccc(F)cc1 (centres undefined),-4%
O=S(=O)(NCc1ccccc1)[C@@H]1CC2C=CC1C2 (some centres undefined),7%
CCc1cc(=O)oc2c3c(cc(OCC(=O)Nc4cccnc4)c12)OC(C)(C)CC3,-2%
COc1ccc(C(=O)N2CCN(c3ncccn3)CC2)cc1[N+](=O)[O-],10%
COc1cc(CN2CCN(Cc3c[nH]c4ccccc34)CC2CCO)cc(OC)c1 (centres undefined),-2%
COc1ccc(C(=O)OCC(=O)Nc2ccc3[nH]c(=O)[nH]c3c2)c(OC)c1OC,4%
CCN(CC(=O)Nc1ccccc1OC)C(=O)CN1C(=O)NC(C)(c2ccc(C)cc2)C1=O (centres undefined),-7%
